GalR3 antag – human GalR3 antagonism | O60755 | HEK293 GalR3-CNG cAMP membrane potential fluorescence; galR3 body fused to GalR1 C-terminus | 360,000 tested, 0.44% active | inhibition, % at 3 µM | AID 651719;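 active = inhibition above the screen-wide average plus 3 SD, cut at about 13% in these data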;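 note: forskolin and galanin both at EC90 stimulate the cells; cAMP rise reported by CNG channel membrane potential dye signal; 0% = forskolin plus galanin with DMSO and 100% = forskolin alone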
CRFBP-R2 agonist – CRF-BP/CRF-R2 complex agonism; HEK293 CRF-R2/CRF-BP, calcium dye fluorescence (FLIPR); percent of saturating CRF peptide response; activation, % at 13.2 µM; 350,000 tested, 0.46% active; AID 588473;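 active = activation of at least 50%, plus an integration ratio under a set limit after plate pattern correction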;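 note: plate controls were neutral control wells without compound for no effect and CRF at EC100 for full effect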
CRFBP-R2 block – CRF-BP/CRF-R2 complex antagonism; inhibition, % at 11.8 µM; HEK293 CRF-R2/CRF-BP, CRF-induced calcium fluorescence; 350,000 tested, 0.59% active; AID 588475;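 active = inhibition of the ligand-induced calcium signal above about 50% at the single tested concentration, limit read from the data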
An asterisk follows results filed as active. Not all compounds are listed (hit frequency here may not be typical).

Compound,GalR3 antag,CRFBP-R2 agonist,CRFBP-R2 block
CC(C)OC(=O)N(C)C[C@H]1OCc2cnnn2CCCC(=O)N([C@@H](C)CO)C[C@H]1C,-5,-0.6,7
COc1cc(CCCN2CCNC[C@@H]2CC2CCCCC2)cc(OC)c1OC,-4,0.1,-7
O=C(COc1ccc(Cl)cc1)OCC(=O)N1CCOCC1,-2,-0.3,3
CC1(C)C(=Cc2ccccc2)C(=O)c2ccccc21,-2,0.7,2
Cn1c(=O)n(C)c2cc(NC(=O)c3ccccc3)ccc21,-2,0.2,2
O=C(COC(=O)c1ccc(F)c(S(=O)(=O)N2CCOCC2)c1)NCCc1ccccc1,1,0.0,25
Cc1noc(C)c1C(=O)Nc1ccc(-c2nnc3n2CCCCC3)cc1,-3,4.0,1
COc1ccc(CNC(=O)c2ccc(S(=O)(=O)NCc3ccco3)cc2)cc1,-4,0.1,6
Cn1c(SCC(=O)NC(=O)Cc2ccccc2)nnc1-c1ccc(F)cc1,-5,-0.4,-1
COc1ccc(NC(=O)N(C)C[C@@H]2Oc3c(NC(=O)Nc4c(C)noc4C)cccc3C(=O)N([C@@H](C)CO)C[C@@H]2C)cc1,0,-1.2,2
CCN(C(=O)COC(=O)C1CCN(S(=O)(=O)c2ccc3c(c2)OCCO3)CC1)C1CCCCC1,-4,-0.6,13
CCc1ccc(N2CC(C(=O)OCc3nc4ccsc4c(=O)[nH]3)CC2=O)cc1 (centres undefined),-6,-1.9,4
Cc1ccc(C(=O)c2c3ccccc3[n+]([O-])n2CCO)cc1,-3,0.8,2
COc1cc2c(-c3ccc4c(c3)OCO4)c(-c3ccsc3)oc(=O)c2cc1OC,-4,4.5,22
Cc1ccc(NC(=O)CCNC(=O)c2ccccc2Cl)cc1S(=O)(=O)N1CCCCCC1,-6,-1.9,1
COc1ccc([N+](=O)[O-])cc1NC(=O)C(C)OC(=O)CSC(C)C(=O)Nc1cc(C)on1 (centres undefined),-4,1.0,22
CCOc1ccc(NC(=O)CN(C)C(=O)c2n[nH]c(=O)c3ccccc23)cc1OCC,0,-0.4,-7
CC(CCN1C(N(C)C)=NC[C@@H]1C)c1ccccc1 (some centres undefined),-4,0.7,-9
O=C(Cc1cccc(NC(=O)C2CCCN(C(=O)C3CCCCC3)C2)c1)Nc1cccc(C(=O)N2CCCC2)c1 (centres undefined),-1,-1.8,7
CCOC(=O)C1=C(C)Nc2ccccc2N/C1=N\S(=O)(=O)c1cc(C(=O)O)ccc1Cl,-1,0.8,-11

Reprinted at random: two compounds from above.
Compound,GalR3 antag,CRFBP-R2 agonist,CRFBP-R2 block
COc1ccc(CNC(=O)c2ccc(S(=O)(=O)NCc3ccco3)cc2)cc1,-4,0.1,6
Cc1ccc(NC(=O)CCNC(=O)c2ccccc2Cl)cc1S(=O)(=O)N1CCCCCC1,-6,-1.9,1

Going on with the list.
Compound,GalR3 antag,CRFBP-R2 agonist,CRFBP-R2 block
COc1ccc(NC(=O)C(OC(=O)Cn2cnc3c2c(=O)n(C)c(=O)n3C)c2ccccc2)cc1Cl (centres undefined),-5,-0.8,-1
O=C(Cc1ccc2c(c1)OCCO2)Nc1cc(C(F)(F)F)ccc1N1CCOCC1,-6,-1.9,3
Cc1cccc(C)c1NC(=O)C1CC2CCC1C2 (centres undefined),-3,-0.4,8
COc1ccc(S(=O)(=O)N2CCCC2CNC(=O)c2cccc(OC)c2)cc1 (centres undefined),-4,-1.6,29
CCOC(=O)c1oc2ccccc2c1COC(=O)CNC(=O)c1ccc(C)cc1,-4,0.2,3
O=C(CN1CCN(S(=O)(=O)c2ccccc2F)CC1)NCC1(N2CCOCC2)CCCCC1,-3,-0.1,-2
NS(=O)(=O)c1ccc(CCNC(=O)CN2C(=O)NC(c3ccccc3)(c3ccccc3)C2=O)cc1,-5,0.3,-10
Cc1ccc(S(=O)(=O)N2CCN(CC(=O)Nc3ccccc3Cl)CC2)cc1,-1,0.4,-1
Cc1ccc(S(=O)(=O)N2[C@@H](c3ccc(Cl)cc3)C(C(=O)O)=C[C@H]2C(C)(C)C)cc1,-5,-0.7,5
CCc1noc(C)c1C(=O)N1CCN(S(=O)(=O)c2c(C)cc(C)cc2C)CC1,-5,-0.3,-6
COc1cc2c(cc1OC)C(C(N)=O)NCC2 (centres undefined),-4,0.3,-5
CC1(C)C(=O)CCC2(C)C1=CCC1C2C(=O)CC2(C)C1CCC2(O)C(=O)CO (centres undefined),-4,-2.1,6
CCOc1ccc(NC(=O)CN(C)C(=O)c2cccnc2Sc2ccc(Cl)cc2)cc1OCC,-2,-1.4,2
CN(Cc1ccccc1)C(=O)COC(=O)CCN1C(=O)C2CC=CCC2C1=O (centres undefined),-4,-0.5,-5
C[C@@H]1CN([C@@H](C)CO)C(=O)CCCn2nncc2CO[C@H]1CN(C)C(=O)NC1CCCCC1,-8,-0.8,1
CN(CC(=O)Nc1cccc(F)c1)C(=O)Cn1c(=O)cnc2ccccc21,-5,3.6,-3
O=S(=O)(Nc1ccccc1OC(F)F)c1ccc(S(=O)(=O)N2CCCC2)cc1,-8,-0.1,-6
COc1ccc2c(c1)CCCC21NC(=O)N(CC(=O)NCc2cccs2)C1=O (centres undefined),2,-0.2,-9
COc1cccc(CN2CC(C(=O)NCCc3nccs3)CCC2=O)c1 (centres undefined),-5,-2.1,11
O=C1/C(=C/c2ccncc2)Cc2ccccc21,-1,-1.2,-3

Exported as labelled records: four of the compounds above
> O=S(=O)(Nc1ccccc1OC(F)F)c1ccc(S(=O)(=O)N2CCCC2)cc1
  GalR3 antag: -8 | CRFBP-R2 agonist: -0.1 | CRFBP-R2 block: -6
> COc1ccc2c(c1)CCCC21NC(=O)N(CC(=O)NCc2cccs2)C1=O (centres undefined)
  GalR3 antag: 2 | CRFBP-R2 agonist: -0.2 | CRFBP-R2 block: -9
> COc1cccc(CN2CC(C(=O)NCCc3nccs3)CCC2=O)c1 (centres undefined)
  GalR3 antag: -5 | CRFBP-R2 agonist: -2.1 | CRFBP-R2 block: 11
> O=C1/C(=C/c2ccncc2)Cc2ccccc21
  GalR3 antag: -1 | CRFBP-R2 agonist: -1.2 | CRFBP-R2 block: -3

Next part.
Compound,GalR3 antag,CRFBP-R2 agonist,CRFBP-R2 block
CN(C)CC1CCC/C(=C\c2ccc(OC(=O)/C=C/c3ccccc3)cc2)C1=O (centres undefined),0,4.4,-26
COc1ccccc1C(CNC(=O)c1cccc(NS(=O)(=O)c2ccc(C)c(F)c2)c1)N(C)C (centres undefined),-7,3.7,1
O=C1CN(C(=O)COC(=O)c2ccc([N+](=O)[O-])o2)c2ccccc2N1,-7,1.4,-9
CC1CCC(NC(=O)CSc2nnc(-c3cccnc3)o2)CC1 (centres undefined),-4,1.1,-4
COc1ccccc1N1CCN(S(=O)(=O)CCNC(=O)c2cccc(F)c2)CC1,-3,-2.1,-10
COc1ccc(NS(=O)(=O)c2cc(NC(=O)c3ccc(Cl)cc3)ccc2N2CCOCC2)cc1,1,-0.3,3
O=C(Nc1ccccc1N1CCCCC1)C1CCN(S(=O)(=O)c2ccccc2C(F)(F)F)CC1,-2,3.2,14
COc1cc(Br)cc(/C=N/NC(=O)Cc2ccccc2)c1O,-4,-1.0,-2
Nc1c(-c2ccccc2)nnn1Cc1ccccc1,-5,-1.4,4
Cc1ccc(S(=O)(=O)N2CCOCC2)cc1C(=O)OCC(=O)Nc1ccc(Cl)cn1,-4,-1.1,13
O=C1c2ccccc2C(=O)N1CCCN1C(=O)c2ccccc2C1=O,-4,-1.7,20
O=C(CSc1nc(=O)n(CCN2CCOCC2)c2c1CCC2)Nc1ccc(OC(F)(F)F)cc1,-3,-1.9,13
OCC[C@H]1C[C@@H](O)[C@H](O)[C@]2(CCCc3ccccc3O2)O1,-4,0.1,-3
O=C(Cn1c(CO)nc2ccccc21)Nc1ccc2c(c1)OCCCO2,0,0.5,0
Cc1cc(C)[n+](Cc2ccccc2)cc1C(N)=O,1,1.6,-3
CCN(CC)C(=O)[C@H]1CC(CC(=O)NCCCOC)C(=O)N2CCc3c([nH]c4ccccc34)[C@]12C (some centres undefined),-2,-2.3,12
O=[N+]([O-])c1ccc(COc2cccc(CN3CCCCC3)c2)cc1,-5,2.8,-9
COc1ccc(COC(=O)Oc2ccc(CNC(C)=O)cc2OC)c([N+](=O)[O-])c1,-6,-1.5,-1
COc1ccc(-n2c(=O)c(CCC(=O)N3CCC(C)CC3)nc3ccccc32)cc1,-6,0.4,7
Cc1ccc(SCCC(=O)NNC(=O)c2ccccc2F)cc1,-5,-2.5,-2
C[C@@H]1CN([C@@H](C)CO)C(=O)c2cc(NC(=O)C3CC3)ccc2O[C@@H]1CN(C)C(=O)NC1CCCCC1,0,-0.1,3
CCN(CC)S(=O)(=O)c1ccc(/C=C/C(=O)OCC(=O)Nc2cccnc2Cl)cc1,-7,-0.2,1
CCN(c1ccccc1)S(=O)(=O)c1ccc(OC)c(NC(=O)C2=NN(c3ccccc3)C(=O)CC2)c1,-3,3.4,12
COc1ccc(N(C)S(=O)(=O)c2cccc(C(=O)NCC(c3cccs3)N(C)C)c2)cc1 (centres undefined),-7,-0.6,8
Cc1cccc(CN2CCN(C(=O)CN(C)C(C)C(=O)Nc3ccc(C(N)=O)cc3)CC2)c1 (centres undefined),-1,-1.8,8
O=c1[nH]c(-c2ccccc2)ncc1Oc1ccccc1,-5,-3.0,23
O=C(c1cc2ccccc2o1)N1CCN(CCOc2ccccc2)CC1,5,-2.1,19
Cc1ccc(CN(C)C(=O)COC(=O)CSc2ccc(C(N)=O)cc2[N+](=O)[O-])cc1,-3,-3.9,6
O=C(COC(=O)CSc1ccccc1)NCCNC(=O)COC(=O)CSc1ccccc1,-4,0.2,4
COc1cc(OC)cc(C(=O)NCCCCNC(=O)c2cc(OC)cc(OC)c2)c1,-5,1.0,-15
CN(CC(=O)Nc1ccccc1Cl)C1CCS(=O)(=O)C1 (centres undefined),2,0.7,7
Cc1cccc(S(=O)(=O)N(C)C[C@H]2OCc3cnnn3CCCC(=O)N([C@H](C)CO)C[C@H]2C)c1,-8,-0.2,3
CCOC(=O)NC1CCc2cc(OC)c(OC)c(OC)c2-c2ccc(OC)c(=O)cc21 (centres undefined),5,0.6,10
COc1ccc(CCNC(=O)CN2c3cccc4cccc(c34)S2(=O)=O)cc1,1,-1.4,18
O=C(OCc1ccccc1)N(CCCCN(CCCNCc1ccccc1)C(=O)OCc1ccccc1)CCCNCc1ccccc1,-6,20,-25
C=C(C)CN1C(=O)C2(OCCO2)c2cc(Br)ccc21,0,-0.5,2
CC1CCCCC1NC(=O)CSc1nnc(-c2ccco2)n1C (centres undefined),4,-3.4,28
COc1ccccc1OCC(=O)NC1CCCCCCC1,-4,-0.5,-3
CCCCn1c(N)c(N(CC)C(=O)c2ccc(N(C)S(=O)(=O)c3ccc(C)cc3)cc2)c(=O)[nH]c1=O,-3,-1.1,-2
CCOc1ccccc1N1CCN(CC(=O)N(C2CCCC2)C2CCS(=O)(=O)C2)CC1 (centres undefined),-5,-0.3,13
CN(C)C(=S)N=c1ssc(=S)n1Cc1ccco1,-4,-3.0,4
O=[N+]([O-])c1ccc(S(=O)(=O)NN=CCCc2ccccc2)cc1,-2,-3.4,2
CNS(=O)(=O)c1cccc(C(=O)OCC(=O)Nc2nc(OC)cc(OC)n2)c1,-5,-2.1,-3
O=C(NCCCc1ccccc1)c1cccc(Br)c1,-3,-7.5,3
O=C(NCCc1ccc(Cl)cc1)c1ccc(S(=O)(=O)N2CCCC2)cc1,-7,-1.9,-3
Cn1c(=O)c2c(nc(CCC3CCCC3)n2C)n(C)c1=O,-5,0.3,-5
COc1ccc(OC)c(NC(=O)CCNS(=O)(=O)c2ccc3c(c2)CC(C)N3C(C)=O)c1 (centres undefined),-4,-0.9,-1
O=C(COC(=O)CNC(=O)c1ccccc1)NC1CCCC1,-5,5.9,-10
O=C(NCc1ccc(F)cc1)C(=O)NCC1OCCN1S(=O)(=O)c1cc(F)ccc1F (centres undefined),-6,-1.1,4
O=C(NCC(c1ccco1)N1CCCCC1)c1ccc(COc2ccccc2)cc1 (centres undefined),-5,-0.6,1

(listing goes on)
Compound,GalR3 antag,CRFBP-R2 agonist,CRFBP-R2 block
CCC1(c2ccc(F)cc2)NC(=O)N(CC(=O)N2CCN(C(=O)c3ccco3)CC2)C1=O (centres undefined),-5,1.8,18
O=C(OCCc1cc2ccccc2c(=O)o1)c1cccs1,-5,-2.0,12
C[C@H](CO)N1C[C@H](C)[C@@H](CN(C)S(=O)(=O)c2ccc(-n3cccn3)cc2)OCc2cnnn2CCCC1=O,-7,0.2,5
O=C(CCNS(=O)(=O)c1ccccc1C(F)(F)F)N1CCN(C(c2ccccc2)c2ccccc2)CC1,-4,2.5,-6
Cc1cc(C)cc(Nc2cc(C)nc3ncnn23)c1,-1,-1.1,4
COc1ccc(NC(=O)COC(=O)COc2cccc3c2OC(C)(C)C3)cc1,-3,-0.7,25
CCOC(=O)c1ccccc1NC(=O)COC(=O)CCCOc1ccccc1,0,2.4,-3
C=CCOc1ccc2c(c1)CCC1C2CCC2(C)C(O)C(O)CC12 (centres undefined),-6,2.9,-9
COc1ccc(CCNC(=O)CCC(=O)c2cccs2)cc1OC,-1,-1.0,7
